KDM4C inh – blocks human GASC-1 (KDM4C) demethylase activity. actives 0.15% (n = 96,000). inhibition, % at 12.5 µM. GST-KDM4C 2-372, H3K9me3 peptide, LANCE TR-FRET;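 active = mean replicate inhibition above about 25%, with at least 55% of replicates also reaching it, limit read from the data, passing the limit was not always enough; inconclusive = only one of those two conditions met; inactive = neither condition met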
Target sequence (Q9H3R0 2-372 limits assumed): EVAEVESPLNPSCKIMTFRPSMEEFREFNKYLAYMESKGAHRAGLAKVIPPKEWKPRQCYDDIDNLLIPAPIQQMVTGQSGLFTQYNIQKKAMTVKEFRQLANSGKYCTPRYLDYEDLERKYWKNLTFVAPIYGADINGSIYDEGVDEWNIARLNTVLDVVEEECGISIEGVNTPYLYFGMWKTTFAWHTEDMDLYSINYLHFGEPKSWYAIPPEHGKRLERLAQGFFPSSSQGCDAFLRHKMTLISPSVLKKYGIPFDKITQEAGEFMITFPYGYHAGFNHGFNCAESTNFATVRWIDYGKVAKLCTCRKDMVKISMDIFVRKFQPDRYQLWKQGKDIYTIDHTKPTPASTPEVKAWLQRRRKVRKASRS
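System: N-terminal GST-fused human GASC-1 (KDM4C) fragment, residues 2-372 / Amount: 10 nM GST-KDM4C in enzyme reaction / Also added: H3K9me3 peptide with Fe(II)/2OG / Times: 30 min demethylation and 1 h detection at room temperature / Signal: LANCE TR-FRET / Read-out basis: Fall in 671/618 emission ratio as inhibition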
C diff HTS – blocks growth of Clostridium difficile; actives 0.25% (n = 86,000); growth activity, negative = inhibition, % at 16 µg/mL (by protocol); Clostridium difficile clinical isolate growth, OD600, 24 h; active compounds read low; AID 1259249;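 active = mean growth activity at or below -80% and every replicate also at or below -80%; inconclusive = mean at or below -80% but some replicate above -80%; inactive = mean growth activity above -80%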;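 note: 0% = DMSO wells and -100% = levofloxacin 16 µg/mL wells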
Pf Dd2 inh – inhibitors of Plasmodium falciparum Dd2 growth. P. falciparum Dd2 growth, SYBR Green, 72 h; active compounds read low. activity change, % at 10 µM. actives 2.3% (n = 94,000). AID 1159554; in the data active = activity change below about -80%; inconclusive = no clear call, values can overlap the other calls
T cruzi growth – inhibitors of T. cruzi proliferation; T. cruzi beta-gal in NIH3T3, GalScreen luminescence, 90 h; inhibition, % at 8.34 µM; actives 5.9% (n = 77,000); AID 624255;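 active = mean inhibition above about 93%, with at least 55% of replicates each passing it, limit read from the data, passing the limit was not always enough; inconclusive = only one of those two conditions holds; inactive = neither condition holds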
* = called active by the depositor; ? = inconclusive; / = not tested or not shown; & = joins results of further samples. Compounds as they come. About 6.8% of those tested had a hit in this group.

SMILES	KDM4C inh	C diff HTS	Pf Dd2 inh	T cruzi growth
COc1cccc(C#Cc2ccc([C@H]3[C@H]4CN(C(=O)c5ccncc5)CC(=O)N4[C@H]3CO)cc2)c1	1.2	-0.8	17.9	/
C[C@H](NC(=O)[C@H]1[C@H](CO)[C@H]2Cn3c(cccc3=O)[C@@H]1N2Cc1cccnc1)c1ccccc1	-0.8	-2.3	-7.0	-35.4
C[C@H]1CCCCO[C@H](CN(C)S(=O)(=O)c2cn(C)cn2)[C@@H](C)CN([C@@H](C)CO)C(=O)c2cc(NS(=O)(=O)c3cn(C)cn3)ccc2O1	1.1	1.8	39.1	-56.3
C[C@H]1CN([C@@H](C)CO)C(=O)c2cc(NC(=O)CCCN(C)C)ccc2O[C@H]1CN(C)C(=O)Nc1ccc2c(c1)OCO2	1.1	1.1	18.3	16.5
COc1ccccc1NC(=O)N1CC(=O)N2[C@H](CO)[C@H](c3ccc(C#Cc4ccccc4)cc3)[C@@H]2C1	-1.7	0.8	-21.5	/
CCC(=O)N(C)C[C@H]1Oc2cc(C#CC3CCCCC3)ccc2S(=O)(=O)N([C@H](C)CO)C[C@H]1C	-3.9	-8.6	-63.5	104.2
C[C@H]1CN([C@@H](C)CO)C(=O)Cc2cc(NC(=O)Cc3ccccc3)ccc2O[C@H]1CN(C)C	-0.1	-4.0	4.2	/
C[C@H](O)C#Cc1cnc2c(c1)C(=O)N([C@@H](C)CO)C[C@H](C)[C@@H](CN(C)CC1CCOCC1)O2	0.3	-2.3	40.2	/
CCCN(C)C[C@@H]1OCCCC[C@@H](C)Oc2ccc(NC(=O)Nc3ccc(C(F)(F)F)cc3)cc2C(=O)N([C@H](C)CO)C[C@H]1C	-1.3	67.6	-75.7	/
C[C@H](CO)N1C[C@H](C)[C@@H](CN(C)S(=O)(=O)c2cn(C)cn2)Oc2ccc(NC(=O)Cc3cn(C)c4ccccc34)cc2CC1=O	-0.6	-2.9	4.2	21.8
CC(C)(C)[S@@](=O)N1Cc2cc(C(=O)NC3CCC3)nc(-c3cccc(Br)c3)c2[C@H]1CCO	-2.8	6.1	-76.8	/
C[C@@H]1CN([C@H](C)CO)S(=O)(=O)c2ccc(C#CC3CC3)cc2O[C@@H]1CN(C)CC1CCOCC1	-1.9	-2.2	-4.7	47.6
C[C@@H]1CN([C@H](C)CO)C(=O)c2cc(NC(=O)CCC(F)(F)F)ccc2O[C@@H]1CN(C)Cc1ccncc1	0.3	-3.2	18.4	-15.8
CN(C)CC(=O)Nc1ccc2c(c1)[C@@H]1C[C@H](CC(=O)N3CCN(C)CC3)O[C@@H](CO)[C@@H]1O2	-4.9	0.2	18.1	-33.6
COc1ccccc1-c1cn(CC[C@H]2CC[C@@H](NC(=O)CCN3CCCCC3)[C@H](CO)O2)nn1	0.3	-3.5	2.2	-30.3
COC(=O)C[C@@H]1CC[C@H]2[C@H](COc3ccc(NC(=O)C4CCOCC4)cc3C(=O)N2C)O1	0.8	-4.1	10.2	22.3
CN(C)C(=O)c1ccc(-c2ccc([C@@H]3[C@H](C#N)N(S(C)(=O)=O)[C@H]3CO)cc2)cc1	-1.6	-11.1	-6.8	-10.9
CC(C)CC#Cc1cnc2c(c1)C(=O)N([C@@H](C)CO)C[C@H](C)[C@H](CN(C)C(=O)c1cnccn1)O2	15.0	6.8	8.5	6.8
CNC[C@@H]1OCCCC[C@@H](C)Oc2ccc(NC(=O)Nc3c(C)noc3C)cc2C(=O)N([C@H](C)CO)C[C@H]1C	-0.1	-6.9	20.9	-7.5
C[C@H]1CN([C@@H](C)CO)C(=O)c2cc(NS(=O)(=O)c3cccs3)ccc2O[C@H]1CN(C)C(=O)NC1CCCCC1	-0.2	-4.6	12.6	26.8
CC(C)(O)C#Cc1ccc([C@H]2[C@H]3CN(C(=O)c4cccc(F)c4)CCCCN3[C@H]2CO)cc1	0.2	10.6	24.2	78.9
C[C@@H](O)C#Cc1ccc([C@@H]2[C@H]3CN(CC4CCOCC4)CCCCN3[C@H]2CO)cc1	-0.2	-10.2	-16.6	16.4
O=C(Cc1ccccn1)NCC[C@@H]1CC[C@H](NS(=O)(=O)c2ccc(F)cc2)[C@H](CO)O1	0.7	-2.3	8.9	6.1
CNC[C@H]1OCCCC[C@@H](C)Oc2ccc(NC(=O)Nc3ccc4c(c3)OCO4)cc2C(=O)N([C@H](C)CO)C[C@H]1C	1.4	-0.3	-4.8	70.4
C/C=C/c1ccccc1[C@@H]1[C@H](C#N)N(C(=O)c2cccnc2)[C@H]1CO	/	-0.6	21.2	/

Single records, as listed above.
C[C@H](O)C#Cc1cnc2c(c1)C(=O)N([C@@H](C)CO)C[C@H](C)[C@@H](CN(C)CC1CCOCC1)O2 is listed as KDM4C inh = 0.3; C diff HTS = -2.3; Pf Dd2 inh = 40.2; T cruzi growth = /
CNC[C@@H]1OCCCC[C@@H](C)Oc2ccc(NC(=O)Nc3c(C)noc3C)cc2C(=O)N([C@H](C)CO)C[C@H]1C is listed as KDM4C inh = -0.1; C diff HTS = -6.9; Pf Dd2 inh = 20.9; T cruzi growth = -7.5
C[C@H]1CN([C@@H](C)CO)C(=O)Cc2cc(NC(=O)Cc3ccccc3)ccc2O[C@H]1CN(C)C is listed as KDM4C inh = -0.1; C diff HTS = -4.0; Pf Dd2 inh = 4.2; T cruzi growth = /

More records
SMILES	KDM4C inh	C diff HTS	Pf Dd2 inh	T cruzi growth
CCC(=O)N1[C@@H](CO)[C@@H](c2ccccc2)[C@@H]1CN(CC)C(=O)c1cccc(F)c1	2.1	0.1	-4.5	13.1
CN(C)CC(=O)Nc1ccc2c(c1)[C@H]1C[C@H](CC(=O)NCc3ccc4c(c3)OCO4)O[C@H](CO)[C@H]1O2	/	-0.6	14.4	3.3
CN(C[C@H]1[C@@H](c2ccccc2)[C@@H](CO)N1C(=O)C1CCC1)C(=O)c1ccncc1	-1.9	-5.1	15.5	/
COc1ccccc1-c1cnc2c(c1)C(=O)N([C@@H](C)CO)C[C@@H](C)[C@H](CN(C)Cc1cncnc1)O2	1.1	2.9	-6.3	9.7
C[C@H]1CN([C@@H](C)CO)C(=O)c2cc(NS(=O)(=O)c3ccc(Cl)cc3)ccc2O[C@H]1CN(C)Cc1ccccc1	0.4	3.4	-27.2	23.4
CCC(=O)N(C)C[C@@H]1Oc2cc(C#C[C@@H](C)O)ccc2S(=O)(=O)N([C@H](C)CO)C[C@H]1C	-1.1	-2.2	31.3	-33.4
C[C@H](NC(=O)C[C@@H]1CC[C@@H](NC(=O)C2CCC2)[C@@H](CO)O1)c1ccccc1	-0.3	/	7.6	-45.1
CC(C)C#Cc1cnc2c(c1)C(=O)N([C@@H](C)CO)C[C@H](C)[C@@H](CN(C)Cc1ccccc1)O2	0.2	-2.1	/	0.6
CC(=O)Nc1ccc2c(c1)C(=O)N(C)[C@H]1CC[C@H](CC(=O)NCC3CC3)O[C@@H]1CO2	-0.8	-1.4	0.4	9.0
CCC(=O)Nc1ccc2c(c1)OC[C@@H](C)N(C(=O)c1ccccc1F)C[C@H](C)[C@@H](OC)CN(C)C2=O	1.2	-1.4	/	-4.4
C[C@H]1CN([C@@H](C)CO)C(=O)c2cc(NC(=O)Cn3cnnn3)ccc2O[C@H]1CN(C)Cc1ccc(C(=O)O)cc1	0.2	/	-2.5	-114.3
CC(C)NC(=O)N[C@@H]1CC[C@@H](CCNC(=O)C2CCC2)O[C@@H]1CO	-3.0	-1.0	-1.4	/
C[C@H]1CN([C@@H](C)CO)C(=O)c2cc(NC(=O)NC3CCCCC3)ccc2O[C@H]1CN(C)Cc1ccncc1	2.3	1.5	15.8	26.8
CCS(=O)(=O)N1CC2(C1)[C@H](c1ccccc1)[C@H](CO)N2CC1CCCC1	-1.6	9.7	-16.8	/
C[C@H](CO)N1C[C@H](C)[C@@H](CN(C)C(=O)Nc2ccccc2)Oc2c(NS(=O)(=O)c3ccc(Cl)cc3)cccc2C1=O	-0.9	11.1	30.9	30.3
O=C(c1ccccc1)N1CC(=O)N2[C@H](CO)[C@@H](c3ccc(C#CC4CC4)cc3)[C@H]2C1	0.1	5.4	-18.0	/
CC(C)NC(=O)Nc1ccc2c(c1)C(=O)N([C@H](C)CO)C[C@H](C)[C@@H](CN(C)C(=O)NC(C)C)OCCCC[C@@H](C)O2	-0.1	-0.7	8.3	70.2
CO[C@H]1CN(C)C(=O)c2cc(NC(=O)Nc3ccccc3F)ccc2OC[C@@H](C)NC[C@@H]1C	-0.1	/	-1.7	-35.8
C[C@H](CO)N1C[C@H](C)[C@H](CN(C)C(=O)Nc2ccc3c(c2)OCO3)Oc2c(NC(=O)NC3CCCCC3)cccc2C1=O	0.9	13.9	-5.1	-6.1
CN1C(=O)c2cc(NC(=O)Cc3cccs3)ccc2OC[C@@H]2O[C@H](CC(=O)NCC3CC3)CC[C@@H]21	1.5	-1.7	2.8	-18.4
CCCNC(=O)N1C[C@H](C)[C@@H](OC)CN(C)C(=O)c2cc(NC(=O)CC)ccc2OC[C@@H]1C	-0.6	/	24.4	?
CC1C=NC(S(=O)(=O)N2CC[C@@H]3[C@@H](CO)N(C)c4ccc(-c5cccc(F)c5)cc4[C@@H]32)=N1 (stereo partly drawn)	0.7	-14.9	7.1	102.5*
CC(C)NC(=O)N(C)C[C@H]1OCCCC[C@@H](C)Oc2ccc(NS(=O)(=O)c3ccc(F)cc3)cc2C(=O)N([C@H](C)CO)C[C@H]1C	-1.0	1.9	/	-13.4
COc1ccc(NC(=O)N(C)C[C@H]2OCCCC[C@@H](C)Oc3ccc(NC(=O)Cc4ccccc4)cc3C(=O)N([C@@H](C)CO)C[C@H]2C)cc1	0.3	-2.3	-56.4	69.0
COc1ccc(NC(=O)Nc2ccc3c(c2)C(=O)N([C@@H](C)CO)C[C@H](C)[C@H](CN(C)S(=O)(=O)c2cn(C)cn2)O3)cc1	-0.1	1.9	20.7	-11.9

The list goes on:
SMILES	KDM4C inh	C diff HTS	Pf Dd2 inh	T cruzi growth
Cc1ccc(S(=O)(=O)N(C)C[C@H]2OCCCC[C@H](C)Oc3ccc(NS(=O)(=O)c4c(C)noc4C)cc3C(=O)N([C@@H](C)CO)C[C@@H]2C)cc1	0.5	-8.8	-38.9	18.7
Cc1ccc(S(=O)(=O)N(C)C[C@@H]2Oc3ccc(NS(=O)(=O)c4cccs4)cc3C(=O)N([C@@H](C)CO)C[C@@H]2C)cc1	-2.3	-53.4	-13.9	-1.3
Cc1ccc(S(=O)(=O)N(C)C[C@@H]2OCCCC[C@H](C)Oc3ccc(NS(C)(=O)=O)cc3C(=O)N([C@H](C)CO)C[C@H]2C)cc1	0.5	10.8	-23.0	33.2
COc1ccc2c3c(n(C)c2c1)[C@@H](CO)N(S(=O)(=O)c1ccc(C)cc1)CC31CCN(Cc2cccnc2)CC1	-1.4	-10.1	-71.1	/
COc1ccc(S(=O)(=O)N(C)C[C@H]2Oc3ccc(NC(=O)Nc4c(C)noc4C)cc3CC(=O)N([C@@H](C)CO)C[C@@H]2C)cc1	1.7	-4.0	-0.8	-5.0
Cc1noc(C)c1NC(=O)Nc1ccc2c(c1)C(=O)N([C@@H](C)CO)C[C@H](C)[C@@H](CN(C)C(=O)Nc1ccc(F)cc1)O2	-0.4	1.4	26.1	1.8
C[C@@H]1CN([C@@H](C)CO)C(=O)CCCn2nncc2CO[C@H]1CN(C)S(=O)(=O)c1ccc(-c2ccccc2)cc1	-0.7	9.6&-0.8	-14.7&-9.8	-12.1&10.3
C[C@H](CO)N1C[C@H](C)[C@H](CN(C)C(=O)Nc2ccccc2)Oc2ccc(NC(=O)C3CCCCC3)cc2CC1=O	-2.0	1.5	-4.7	10.7
O=C(c1ccncc1)N1CC2(C1)[C@H](c1ccccc1)[C@@H](CO)N2C(=O)CC1CC1	-1.0	-3.8	20.0	/
CCCC#Cc1ccc([C@H]2[C@@H](CO)N3CCCCN(S(=O)(=O)c4ccccc4C)C[C@H]23)cc1	-2.1	30.5	-73.4	108.0*
Cc1noc(C)c1NC(=O)Nc1cccc2c1O[C@H](CN(C)C(=O)Nc1ccc(F)cc1)[C@@H](C)CN([C@H](C)CO)C2=O	-1.3	1.5	-8.8	-166.3
C[C@@H]1CN([C@@H](C)CO)S(=O)(=O)c2ccc(C#CC3CCCC3)cc2O[C@@H]1CN(C)C(=O)c1cccc(F)c1	0.2	/	-40.3	118.4*
COc1ccc(CNC(=O)C[C@H]2C[C@H]3c4cc(NS(=O)(=O)c5ccc(F)cc5)ccc4O[C@H]3[C@@H](CO)O2)cc1	0.1	0.0	-19.3	-12.6
CCC(=O)N1CC(=O)N2[C@H](CO)[C@H](c3ccc(-c4ccccc4C)cc3)[C@@H]2C1	-0.6	-9.6	30.2	/
Cc1noc(C)c1S(=O)(=O)N(C)C[C@H]1Oc2ccc(NS(=O)(=O)c3ccc(F)cc3)cc2C(=O)N([C@H](C)CO)C[C@H]1C	-1.3	-6.0	-3.2	35.3
C[C@H](CO)N1C[C@H](C)[C@@H](CN(C)C(=O)Nc2ccccc2)Oc2ccc(NC(=O)NC3CCCCC3)cc2C1=O	0.4	-6.1	-3.8	42.6
